RT RNaseH block: HIV-1 RT RNase H inhibitors, primary screen, biochemical, fluorescence. RT-RNase H RNA/DNA duplex cleavage. inhibition, % at 10 µM. 65,000 tested, 1.9% active; in the data active = inhibition above about 50%
RmlCD inh mix: RmlC and RmlD coupled enzyme inhibitors, primary screen, biochemical, 384-well, compound mixtures, retest. inhibition, % at 5.5 µM. RmlC/RmlD coupled enzyme inhibition, 384-well mixture HTS. 110,000 tested, 0.39% active. AID 1532, 2009; in the data active = inhibition above about 30%, passing the limit was not always enough; also: strong numbers were not always called active
* marks the source's active call; other numbers are inactive results; . = not tested or not shown.

Below each compound – RT RNaseH block | RmlCD inh mix
- O=C(Nc1ccccc1Cl)c1cc(S(=O)(=O)N2CCCCC2)ccc1N1CCOCC1
→ . | 7
- COC(=O)CCC(=O)COc1ccc(OC)cc1C#N
→ -6 | 9
- COc1cccc(C(=O)N2CCN(Cc3ccc4c(c3)OCO4)CC2)c1OC
→ -6 | -5
- COc1ccccc1NC(=O)CN1CCN(CC(=O)Nc2ccc(F)cc2)CC1
→ -20 | -12
- CC(C)CCNC(=O)Cn1c(=O)oc2cc(S(=O)(=O)N3CC(C)CC(C)C3)ccc21 (centres undefined)
→ . | 40
- CN(C)CCCNC(=O)c1ccc2[nH]c3ccccc3c2c1
→ -3 | 12
- CCN1C(=O)/C(=C/c2cc(C)n(C)c2C)SC1=Nc1ccc(OC)cc1
→ . | -9
- O=S(=O)(NCCN1CCCC1)c1cccc2cccnc12
→ -13 | -13
- COc1cccc(CN(CC2CCCO2)S(=O)(=O)c2ccc(S(=O)(=O)NCC3CCCO3)cc2)c1OC (centres undefined)
→ . | -9
- Cc1ccc(NC(=O)c2nc[nH]c2C(=O)N2CCN(c3ccccc3)CC2)cc1
→ . | 7
- Nc1nc(SCc2ccccc2)ns1
→ -103 | -13
- COc1ccc(C(=O)OC(C(=O)c2ccc(C)cc2)c2ccccc2)cc1 (centres undefined)
→ . | 6
- CCCNS(=O)(=O)c1ccc(CCC(=O)NCc2ccc3c(c2)OCO3)cc1
→ 6 | 9
- O=C(CCCCCn1c(=S)[nH]c2cc3c(cc2c1=O)OCO3)N1CCN(C2CCCCC2)CC1
→ -21 | .
- Cc1cccc(NC2=NC3(CCCCC3)N=C(N)N2)c1
→ -1 | .
- Cc1cc(N)ccc1NC(=O)c1ccccc1
→ -7 | 5
- C=CCOC(=O)C1=C(C)NC(SCC(=O)N(CC)CC)=C(C#N)C1c1ccccc1 (centres undefined)
→ 6 | .
- CCOc1ccc(Cn2c(O)cc(=O)[nH]c2=O)cc1
→ 6 | -16
- COCCCNC(=O)CN1C(=O)c2ccccc2C1=O
→ 2 | 9
- O=C(Nc1ccccc1)Nc1nccs1
→ . | 20
- CC(C)OC(=O)CSc1nc2ncc(Cl)cc2[nH]1
→ -4 | 4
- CCc1c(C)nc2ncnn2c1N1CCCC(C(=O)NCc2ccc3c(c2)OCO3)C1 (centres undefined)
→ 1 | 9
- Cc1csc2nc(CNC(=O)CCC(=O)O)cn12
→ -5 | -7
- CN=C1SC(CC(=O)Nc2cccc(C(F)(F)F)c2)C(=O)N1C (centres undefined)
→ -9 | -15
- COc1ccc(NC(=O)C(=O)NCCN2CCN(C(=O)C(c3ccccc3)c3ccccc3)CC2)cc1
→ . | -12
- CC/C(=N\NC(=O)c1ccc2c(c1)OCO2)C12CC3CC(CC(C3)C1)C2
→ . | -7
- Cc1ccc(NC(=O)CCN2C(=O)c3ccncc3C2=O)cc1
→ -7 | 7
- COc1ccc(OCCSc2nnc(CCNC(=O)c3ccc(OC)cc3)n2C)cc1
→ . | -1
- CCc1ccc(S(=O)(=O)NCc2cn3ccccc3n2)s1
→ -34 | 6
- COc1cccc(OCC(=O)N(Cc2nc(-c3ccc(Cl)cc3)no2)C(C)C)c1
→ -1 | 9

3 compounds from above, ordered by heavy-atom count, ascending:
Below each compound – RT RNaseH block | RmlCD inh mix
- O=C(Nc1ccccc1)Nc1nccs1
→ . | 20
- Cc1cc(N)ccc1NC(=O)c1ccccc1
→ -7 | 5
- CCOc1ccc(Cn2c(O)cc(=O)[nH]c2=O)cc1
→ 6 | -16

Next part
Below each compound – RT RNaseH block | RmlCD inh mix
- COc1ccc(S(=O)(=O)N(CC(=O)N2CCCC2)Cc2ccccc2)cc1
→ -2 | .
- O=S(=O)(NCc1ccco1)c1cccc(S(=O)(=O)N2CCOCC2)c1
→ -10 | 1
- COc1cc2cc(C(c3nnnn3C3CCCC3)N3CCc4ccccc43)c(=O)[nH]c2cc1OC (centres undefined)
→ 20 | .
- CCC(C)N(CC(=O)NCc1ccc(OC)cc1)C(=O)c1csnn1 (centres undefined)
→ -4 | -8
- CCC(Sc1nc2c(c(=O)n1CC)SC(C)C2)C(=O)OC (centres undefined)
→ . | 5
- N#Cc1ccc2ccn(CC(=O)NC3CCCCCC3)c2c1
→ -7 | 6
- Cc1ccc(NC(=S)N2CCC(c3nc4ccccc4s3)CC2)cc1C
→ . | -8
- Cc1cccc(CN2C(=O)N/C(=C/c3cc(C)n(-c4ccccn4)c3C)C2=O)c1
→ . | 10
- CC(C)(C)NC(=O)NC(=O)COC(=O)c1ccco1
→ 0 | 7
- Cc1cccc(OCC(=O)N2CCN(C(=O)c3cccs3)CC2)c1
→ -11 | -13
- C(#Cc1ccc(C#CCN2CCOCC2)cc1)CN1CCOCC1
→ -1 | -6
- CCCCNC(=S)NNC(=O)c1cccnc1
→ . | -5
- Cc1ccc(S(=O)(=O)NP(=O)(Oc2ccccc2)Oc2ccccc2)cc1
→ . | 7
- Cc1ccc(S(=O)(=O)N(c2ccccc2)C2CCS(=O)(=O)C2)cc1 (centres undefined)
→ 1 | 6
- CCOC(=O)CCCNS(=O)(=O)c1c(C)ccc2nsnc12
→ -16 | 4
- CCOC(=O)c1ccc(NC(=O)NCCN2CCCCC2)cc1
→ 3 | -8
- Brc1ccc(-c2nnc3n2CCCCC3)cc1
→ . | -10
- CC(C)(C)NC(=O)Cn1c(SCC(=O)N2CCCCCC2)nc2ccccc21
→ -4 | -3
- CCCc1nnc(NC(=O)C(C)N2C(=O)C3C4C=CC(C4)C3C2=O)s1 (centres undefined)
→ -1 | 4
- CCCN(CCC)CCNS(=O)(=O)c1ccc2c(c1)oc(=O)n2C
→ -3 | 9
- CCC(Oc1ccc2c(c1)C(=O)CC(C)(C)O2)C(=O)NCCN1CCCCCC1 (centres undefined)
→ -3 | .
- CCN(CC)P(=O)(Oc1cccc(C)c1)N(CC)CC
→ -8 | -14
- Cc1cc(-n2[nH]c(C)c(C)c2=O)nc(-c2ccccc2O)n1
→ 11 | -9
- CCOc1ccc(-n2cnnn2)cc1S(=O)(=O)NCc1ccccc1
→ -14 | 13
- O=C(NCc1cccnc1)c1cnc2sccn2c1=O
→ -7 | 17
- Cc1ccc(CCNC(=O)c2coc3nc4ccccc4nc23)cc1
→ 26 | .
- CCOc1ccccc1NC(=O)c1cc(Cl)ccc1NC(=O)c1ccco1
→ 14 | -6
- COc1ccc(-c2oc3ccccc3c(=O)c2OC(=O)c2ccc(C)cc2)cc1
→ . | -86
- Cc1ccc2cc(CN(CCCO)S(=O)(=O)c3cccc4nsnc34)c(=O)[nH]c2c1
→ . | -60
- Cc1nn(Cc2cccc(F)c2)c(C)c1NC(=O)c1c([N+](=O)[O-])c(C)nn1C
→ . | -12
- COc1ccc(S(=O)(=O)NCc2cccs2)cc1
→ . | 5
- Nn1c(SCC(=O)NC2CCCCC2)nnc1-c1ccc(Cl)cc1
→ 3 | 11
- Cc1ccc(C(c2nnnn2CS(=O)(=O)c2ccc(C)cc2)N2CCN(c3ncccn3)CC2)cc1 (centres undefined)
→ . | -3
- O=C(CCC1CCCCC1)Nc1c2c(nn1-c1ccc(F)cc1)CS(=O)(=O)C2
→ 5 | -12
- CC(/C=N/Nc1nc(N2CCCCC2)nc(N2CCCCC2)n1)=C\c1ccccc1
→ . | 7
- CCN(CC)S(=O)(=O)N1CCC(C(=O)NCCN2CCOCC2)CC1
→ 4 | 4
- COC(=O)Nc1ccc(S(=O)(=O)N2CCCCCC2)cc1
→ 0 | -11
- COc1ccc(NC(=S)NNC(=O)Cn2nc([N+](=O)[O-])cc2C)cc1
→ . | 9
- Cc1ccc(Nc2nc(-c3c(C)nc4ncccn34)cs2)cc1
→ . | 106
- Cc1cccc2c(=O)c(C(=O)NCCCN3CCOCC3)c[nH]c12
→ . | 3
- COc1ccc(C2C(C(N)=O)=C(C)Nc3nc(-c4ccccc4OC)nn32)cc1OC (centres undefined)
→ -4 | 4
- COc1ccc(OC)c(NC(=O)CSc2ccccc2)c1
→ -69 | 1
- Cc1nc2ccccn2c1C(=O)/C=C/c1ccc(F)cc1
→ . | -6
- CC(C)N1CC(O)=C(c2nc3ccccc3c(=O)[nH]2)C1=N
→ . | 16
- CC(C)[C@@H]1N[C@]2(C(=O)Nc3ccccc32)[C@@H]2C(=O)N(c3cccc(C(F)(F)F)c3)C(=O)[C@@H]21
→ 19 | 7

Other structures:
Compound,RT RNaseH block,RmlCD inh mix
COc1ccc(-c2cn(-c3ccc(C)cc3)c(=O)n2CC(=O)Nc2ccc(OC)cc2OC)cc1,.,-7
CC1=Nn2c(nnc2-c2cccs2)SC1,.,-10
CC1Cc2ccccc2N1C(=O)CSc1nnc2sc3ccccc3n12 (centres undefined),-45,11
COc1ccc(C(C(=O)NC2CCCCC2)N(CC2CCCO2)C(=O)CNC(=O)c2ccco2)cc1 (centres undefined),8,-2
Cc1ccc(S(=O)(=O)NCCc2ccncc2)cc1,-11,10
O=C(Oc1nsnc1N1CCOCC1)N1CCCCC1,4,-12
COCc1nnc(NC(=O)CCC2CCCCC2)s1,41,4
CC1(C(=O)NC2CCCCC2)CCC(=O)N1Cc1cccnc1 (centres undefined),-5,1
O=C1OCCN1P(=O)(c1ccccc1)c1ccccc1,-2,-14
O=C1C=C(NCc2ccc(Cl)cc2)CC(c2ccco2)C1 (centres undefined),-1,-9
COc1ccc(S(=O)(=O)N(C)CC(=O)Nc2ccccc2OC)cc1,.,3
Cc1c(C#N)c2ccccc2n1CC(=O)NCc1cccnc1,-3,.
COCCSc1nnc(NC(=O)C2CCCO2)s1 (centres undefined),-5,-2
CCOC(=O)c1c(NC(=O)CN2C(=O)c3ccccc3C2=O)sc(Cc2ccc3c(c2)OCO3)c1C,.,-8
COc1ccc(S(=O)(=O)NC(CC(=O)NCc2ccccc2OC)c2ccco2)cc1 (centres undefined),-5,-11
CCCCC1=CC2=CC(=O)C(C)(OC(=O)CC)C(=O)C2=CN1CCc1c[nH]c2ccccc12 (centres undefined),.,8
O=C(NC1CC2CCCC(C1)N2C(=O)N1CCCCC1)C1CCCCC1 (centres undefined),-3,10
O=C(c1cccn2c(=O)c3cc(Br)ccc3nc12)N1CCC2(CC1)OCCO2,.,32
CNC(=O)c1ccc(OCc2ccccc2)c(OC)c1,-4,-64
CN1CC2=Cc3ccccc3OC23Oc2ccccc2C=C3C1,-10,-5
COc1ccc2c(c1)nc1n2CN(CC2CCCO2)CN1Cc1ccccc1 (centres undefined),4,.
CCOC(=O)N1CCN(C(=O)COc2ccc(S(=O)(=O)NCC(C)C)cc2C)CC1,.,1
O=C(Nc1cccc(Br)c1)c1ccc2nc(N3C(=O)CCC3=O)sc2c1,.,-9
CSc1nnc(-c2ccccc2Cl)o1,.,-8
Cc1ccc2[nH]c3c(=O)n(Cc4ccncc4)cnc3c2c1,.,7
O=C(c1ccccc1)N1CCN(C(=O)c2cc3ccccc3o2)CC1,.,-10
Cc1ccc(NC(=O)C(=O)NC2CCCCC2)cc1,.,3
CCOC(=O)NC1(NCC(C)C)Oc2ccccc2O1,.,4
COc1ccc(C(=O)NC(=S)N2CCCCC2)cc1,.,2
CCc1ccc2[nH]c(=O)c(CN(Cc3nnnn3C3CCCC3)C3CCCCC3)cc2c1,19,0

By substructure: the compounds so far with a nitro group on carbon (two)
Compound,RT RNaseH block,RmlCD inh mix
Cc1nn(Cc2cccc(F)c2)c(C)c1NC(=O)c1c([N+](=O)[O-])c(C)nn1C,.,-12
COc1ccc(NC(=S)NNC(=O)Cn2nc([N+](=O)[O-])cc2C)cc1,.,9

(cont.)
Compound,RT RNaseH block,RmlCD inh mix
Cc1cc(C)nc(SCc2nnc(SCC(=O)OC3CCCCC3)o2)n1,-27,-29
O=P(O)(O)/C=C(\Cl)c1ccccc1,4,0
O=C(Nc1ccc(S(=O)(=O)NCc2cccnc2)cc1)c1ccco1,3,-11
Cn1c(=O)c2c(nc(CN3CCc4ccccc4C3)n2CCc2ccccc2)n(C)c1=O,-6,.
CCn1c(SCC(=O)OCc2ccccc2)nnc1-c1ccco1,-33,2
O=C(Cn1ccc2ccccc2c1=O)NCCC(=O)N1CCN(c2cccc(C(F)(F)F)c2)CC1,-17,19
Cn1nnnc1Sc1ncnc2scc(-c3ccccc3)c12,-8,8
C#CCOCCOCCOCCNc1nc(N2CCN(C(=O)[C@H]([C@@H](C)CC)n3cc(CCCN=C(N)N)nn3)CC2)nc(N2CCN(C(=O)[C@H]([C@@H](C)CC)n3cc(CCCN=C(N)N)nn3)CC2)n1,.,-3
Cc1ccc(NC(=O)c2cc([N+](=O)[O-])ccc2NCc2cccnc2)cc1Cl,.,-8
COc1ccccc1NC(=O)CSc1nnc(Cn2c(=O)sc3ccccc32)n1C,-11,.
O=C(NC1CCCCC1)C(c1ccccc1)N(C(=O)Cc1ccsc1)c1ccccc1 (centres undefined),.,3
CCN(CC)S(=O)(=O)c1ccc2[nH]cc(C(=O)NCCCN3CCCCC3C)c(=O)c2c1 (centres undefined),.,8
COc1ccc(NC(=O)NCc2cccnc2)cc1OC,1,3
CCNc1nc(NC(C)C)nc(OCCNS(=O)(=O)c2cc(C)ccc2C)n1,-3,4

Quoted from above for reference:
Compound,RT RNaseH block,RmlCD inh mix
C#CCOCCOCCOCCNc1nc(N2CCN(C(=O)[C@H]([C@@H](C)CC)n3cc(CCCN=C(N)N)nn3)CC2)nc(N2CCN(C(=O)[C@H]([C@@H](C)CC)n3cc(CCCN=C(N)N)nn3)CC2)n1,.,-3
Cc1ccc(NC(=O)c2cc([N+](=O)[O-])ccc2NCc2cccnc2)cc1Cl,.,-8
COc1ccccc1NC(=O)CSc1nnc(Cn2c(=O)sc3ccccc32)n1C,-11,.
O=C(NC1CCCCC1)C(c1ccccc1)N(C(=O)Cc1ccsc1)c1ccccc1 (centres undefined),.,3
CCN(CC)S(=O)(=O)c1ccc2[nH]cc(C(=O)NCCCN3CCCCC3C)c(=O)c2c1 (centres undefined),.,8
COc1ccc(NC(=O)NCc2cccnc2)cc1OC,1,3
CCNc1nc(NC(C)C)nc(OCCNS(=O)(=O)c2cc(C)ccc2C)n1,-3,4

Assay outcomes (PubChem BioAssay)

Some of the compounds tested, so the mix of outcomes need not match the whole.
